Source: PubChem BioAssay
CRFR2-BP antag: antagonists of CRF-binding protein/CRF-R2 receptor complex | HEK293 CRF-R2/CRF-BP, CRF-induced calcium fluorescence | inhibition, % at 11.8 µM | hit rate 0.59% among 350,000 | AID 588475;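 active = inhibition of the ligand-induced calcium signal above about 50% at the single tested concentration, limit read from the data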
IDE cell activ: IDE (human) activation, cell-based; AID 493087; HEK cells, FAbeta-B cleavage, fluorescence polarization; 0% vehicle, 100% cell-free pure enzyme wells; P14735; hit rate 0.073% among 340,000; activation, % at 5.96 µM;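 active = activation above the mean of all tested compounds plus 3 SD, set per screening campaign, cut at about 17% in these data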
Target sequence (P14735 whole entry, looked up): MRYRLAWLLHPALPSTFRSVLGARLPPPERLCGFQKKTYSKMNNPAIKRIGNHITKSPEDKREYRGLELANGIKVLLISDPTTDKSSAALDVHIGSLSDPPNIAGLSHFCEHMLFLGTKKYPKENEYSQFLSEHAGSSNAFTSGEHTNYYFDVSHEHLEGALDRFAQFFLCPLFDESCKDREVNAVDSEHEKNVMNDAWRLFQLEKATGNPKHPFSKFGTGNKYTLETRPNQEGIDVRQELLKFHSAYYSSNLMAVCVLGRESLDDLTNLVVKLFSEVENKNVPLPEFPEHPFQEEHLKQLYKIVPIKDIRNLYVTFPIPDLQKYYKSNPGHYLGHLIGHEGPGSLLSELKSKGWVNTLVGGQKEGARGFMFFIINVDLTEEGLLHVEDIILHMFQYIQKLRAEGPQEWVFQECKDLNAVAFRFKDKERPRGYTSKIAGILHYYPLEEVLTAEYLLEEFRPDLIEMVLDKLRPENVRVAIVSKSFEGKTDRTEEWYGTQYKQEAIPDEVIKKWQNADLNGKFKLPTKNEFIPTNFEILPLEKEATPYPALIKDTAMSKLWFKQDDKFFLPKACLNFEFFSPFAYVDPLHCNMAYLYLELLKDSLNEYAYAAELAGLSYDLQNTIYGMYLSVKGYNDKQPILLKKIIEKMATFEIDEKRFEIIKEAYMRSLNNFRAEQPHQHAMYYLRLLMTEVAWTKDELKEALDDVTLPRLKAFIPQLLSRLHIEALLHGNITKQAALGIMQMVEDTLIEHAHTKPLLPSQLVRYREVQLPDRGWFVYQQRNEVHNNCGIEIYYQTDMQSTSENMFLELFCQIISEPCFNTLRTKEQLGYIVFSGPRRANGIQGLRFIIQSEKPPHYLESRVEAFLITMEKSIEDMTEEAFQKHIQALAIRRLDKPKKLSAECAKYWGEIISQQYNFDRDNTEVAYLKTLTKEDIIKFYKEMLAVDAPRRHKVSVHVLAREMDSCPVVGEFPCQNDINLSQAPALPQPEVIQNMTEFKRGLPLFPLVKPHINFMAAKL
p-CIP stab down: lowers stability of the mouse p/CIP coactivator protein | Q05BA5 | F442A p/CIP-EGFP cells, EGFP fluorescence, 16 h | decrease of EGFP signal, % at 10 µM | hit rate 0.01% among 290,000;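 active = EGFP signal decrease of at least 30% at 10 µM or well 3 SD below plate mean, unless failing retest; inactive = the rest, including hits failing retest or dose response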; note: some compounds called inactive have numbers as strong as hits; many of its hits are not listed in these tables
GalR3 antag: human GalR3 antagonism; O60755; HEK293 GalR3-CNG cAMP membrane potential fluorescence; galR3 body fused to GalR1 C-terminus; inhibition, % at 3 µM; hit rate 0.44% among 360,000; AID 651719;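 active = inhibition above the screen-wide average plus 3 SD, cut at about 13% in these data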;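 note: forskolin and galanin both at EC90 stimulate the cells; cAMP rise reported by CNG channel membrane potential dye signal; 0% = forskolin plus galanin with DMSO and 100% = forskolin alone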
MEKK3 PB1 HTS: modulators (inhibitors or enhancers) of MEK5 binding to human MEKK3 PB1 domain; hit rate 1.4% among 290,000; bead-based flow cytometry, Alexa488-MEK5 binding to MEKK3; actives lie on both sides; 0 = blocked by unlabeled MEK5, 100 = vehicle; binding response (% of control), % at 10 µM; AID 1529; Q99759;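 active = binding response more than 3 SD above or below the average of its plate-row segment, actives on both sides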;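 note: Alexa488 bead fluorescence after subtracting the streptavidin-only scavenger bead signal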
CRFBP-R2 agonist: agonists of human CRF-binding protein/CRF-R2 receptor complex; HEK293 CRF-R2/CRF-BP, calcium dye fluorescence (FLIPR); percent of saturating CRF peptide response; activation, % at 13.2 µM; hit rate 0.46% among 350,000; AID 588473;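 active = activation of at least 50%, plus an integration ratio under a set limit after plate pattern correction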;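 note: plate controls were neutral control wells without compound for no effect and CRF at EC100 for full effect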
PHOSPHO1 block: inhibitors of human PHOSPHO1 phosphatase; Q8TCT1; recombinant PHOSPHO1, absorbance phosphatase assay; inhibition, % at 13.3 µM; hit rate 1.1% among 290,000; AID 1565; in the data active = inhibition above about 60%
M4 PAM: CHRM4 positive allosteric modulation | CHO-K1 hM4/Gqi5, Fluo-8 calcium fluorescence, ACh EC20; 0% = ACh EC20, 100% = maximal ACh | activation, % at 3 µM | P08173 | AID 624126 | hit rate 0.4% among 360,000;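 active = activation above its plate's cutoff, the mean activation of sample wells plus 3 SD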; note: some results filed as inactive read as strong as hits
IDE cell inh: inhibitors of human insulin-degrading enzyme in cells; P14735; HEK cells, FAbetaB cleavage, fluorescence polarization; inhibition, % at 5.59 µM; hit rate 0.41% among 320,000;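 active = percent inhibition above the average of all tested compounds plus 3 SD, set per screening campaign, cut at about 16% in these data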;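 note: IDE supplied by intact live HEK cells; FP after avidin binding of uncleaved biotin substrate so inhibition keeps polarization high; 0% = DMSO wells and 100% = 60 µM reference IDE inhibitor Ii1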
* marks the source's active call; other numbers are inactive results; . = not tested or not shown. An unsorted share of the library, and some 4.2% of all compounds hit somewhere here.

SMILES | CRFR2-BP antag | IDE cell activ | p-CIP stab down | GalR3 antag | MEKK3 PB1 HTS | CRFBP-R2 agonist | PHOSPHO1 block | M4 PAM | IDE cell inh
CCSc1ncc(/C=N/Nc2ccc(Cl)cc2)n1C | -14 | 2 | 2 | -6 | 97 | 1.3 | 58 | 1 | -10
Cc1ccn2cc(-c3cccc(NC(=O)CCC(=O)O)c3)nc2c1 | 22 | 1 | 12 | -4 | 95 | 0.1 | 50 | 4 | -2
CC(=O)N1CCOc2ccc(S(=O)(=O)N3CCC(C(=O)Nc4cc(C)ccc4C)CC3)cc21 | 42 | 7 | 0 | -5 | 103 | -0.3 | -14 | 10 | -4
O=C(Nc1ncn[nH]1)c1ccc(Cl)c(S(=O)(=O)Nc2ccc(Cl)cc2)c1 | -7 | 6 | 11 | 3 | 103 | -1.2 | 2 | 2 | 0
COc1ccc(N2CCN(C(=O)COc3ccc4ccccc4c3)CC2)cc1 | -3 | 6 | -4 | -2 | 100 | -0.6 | 28 | -4 | -3
O=C(CSc1nnc(CNC(=O)c2cccs2)o1)Nc1cccc(F)c1 | 2 | -3 | -4 | 2 | 104 | 0.1 | 23 | 4 | 5
Cc1ccc(C)c(S(=O)(=O)N2CCN(c3nc(CN4CCOCC4)nc4sc(C)c(C)c34)CC2)c1 | 0 | -2 | . | -7 | . | -1.3 | . | -4 | 2
CCC1(COC(=O)Nc2cccc(Cl)c2)COC1 | -7 | -1 | -12 | -5 | 104 | 1.2 | 9 | -5 | 3
CNC(=O)N1CCN(C(=O)NC)CC1 | 30 | 2 | 6 | 0 | 96 | -1.9 | 4 | 2 | 3
Cc1c(-c2ccc(F)cc2)[n+](=O)c2c(n1[O-])CCCCC2 | 9 | 4 | -11 | 2 | 84 | -3.5 | -8 | 15 | 2
COc1ccc(NC(=O)/C(Cl)=C(/Cl)S(=O)(=O)Cc2ccccc2)cn1 | -24 | -1 | -3 | -4 | 107 | 4.3 | 8 | 5 | .
CSCCC(NS(=O)(=O)c1ccc(Cl)c(Cl)c1)C(=O)O (stereo unspecified) | 4 | 3 | 4 | 1 | 98 | -0.4 | 9 | 0 | 0
CCN1CCN(S(=O)(=O)c2ccc(Cl)c(C(=O)N(C)Cc3ccco3)c2)CC1 | -7 | 1 | . | -2 | . | 0.7 | . | 2 | .
O=C(OCCN1C(=O)CCC1=O)c1ccc(S(=O)(=O)N2CCCCC2)cc1 | 10 | 0 | 0 | -1 | 104 | 1.3 | 9 | -2 | -4
CCOC(=O)N1CCN(C(=O)c2cn(CC)c3ccc(S(=O)(=O)N4CCOCC4)cc3c2=O)CC1 | 3 | 5 | 5 | 2 | 101 | 0.5 | 48 | 0 | 1
N#CC1=C(SCc2ccccc2Cl)NC(=O)C(C(N)=O)C1 (stereo unspecified) | 5 | 1 | 11 | 1 | 106 | 0.7 | 3 | 0 | -1
Cc1ccc(C)c(NC(=O)NNC(=O)CCc2ccccc2)c1 | 2 | 3 | -8 | -5 | 105 | -0.3 | 36 | 14 | -5
O=C(Cn1c(=O)n(-c2ccc(F)cc2)c(=O)c2sccc21)c1ccccc1 | -7 | 2 | -10 | -13 | 95 | -0.2 | -12 | 14 | 3
Cn1c(=O)[nH]c(=O)c2c1[nH]c(=S)n2Cc1ccccc1 | 3 | -4 | -3 | 0 | 104 | -1.0 | 55 | 0 | -2
O=C(NC1CCCC1)C(c1cccnc1)N(C(=O)c1csnn1)c1ccccc1Cl (stereo unspecified) | -8 | -2 | -1 | -8 | 102 | -0.6 | 27 | -7 | 3
CC1CC(C)(C)NC(=S)N1CCCC(=O)N1CCN(c2ccc(F)cc2)CC1 (stereo unspecified) | 9 | 3 | 0 | -13 | 98 | -1.5 | -10 | 1 | 6
O=C1Cc2ccccc2C(=O)N1OCc1ccc(Cl)cc1 | -11 | 6 | -2 | -2 | 124 | 13 | 20 | 12 | -4
CC(C)(C)OC(=O)N1CCC[C@H]1c1nnc(SC/C=C/c2ccccc2)o1 | 3 | 1 | 7 | 7 | 112 | 2.9 | 39 | -12 | 5
CCc1c(C)sc(NC(=O)C2CCCCC2C(=O)O)c1C(N)=O (stereo unspecified) | 2 | 0 | -7 | -6 | 114 | 2.2 | 52 | 3 | 5
Cc1ccc(OCCN2CCN(C)CC2)c([N+](=O)[O-])c1 | -31 | -5 | -6 | 0 | 94 | -1.2 | 7 | 9 | 2

Part of the list above, in CSV form.
compound,CRFR2-BP antag,IDE cell activ,p-CIP stab down,GalR3 antag,MEKK3 PB1 HTS,CRFBP-R2 agonist,PHOSPHO1 block,M4 PAM,IDE cell inh
CCSc1ncc(/C=N/Nc2ccc(Cl)cc2)n1C,-14,2,2,-6,97,1.3,58,1,-10
Cc1ccn2cc(-c3cccc(NC(=O)CCC(=O)O)c3)nc2c1,22,1,12,-4,95,0.1,50,4,-2
CC(=O)N1CCOc2ccc(S(=O)(=O)N3CCC(C(=O)Nc4cc(C)ccc4C)CC3)cc21,42,7,0,-5,103,-0.3,-14,10,-4
O=C(Nc1ncn[nH]1)c1ccc(Cl)c(S(=O)(=O)Nc2ccc(Cl)cc2)c1,-7,6,11,3,103,-1.2,2,2,0
COc1ccc(N2CCN(C(=O)COc3ccc4ccccc4c3)CC2)cc1,-3,6,-4,-2,100,-0.6,28,-4,-3
O=C(CSc1nnc(CNC(=O)c2cccs2)o1)Nc1cccc(F)c1,2,-3,-4,2,104,0.1,23,4,5
Cc1ccc(C)c(S(=O)(=O)N2CCN(c3nc(CN4CCOCC4)nc4sc(C)c(C)c34)CC2)c1,0,-2,.,-7,.,-1.3,.,-4,2
CCC1(COC(=O)Nc2cccc(Cl)c2)COC1,-7,-1,-12,-5,104,1.2,9,-5,3
CNC(=O)N1CCN(C(=O)NC)CC1,30,2,6,0,96,-1.9,4,2,3
Cc1c(-c2ccc(F)cc2)[n+](=O)c2c(n1[O-])CCCCC2,9,4,-11,2,84,-3.5,-8,15,2

New compounds follow
SMILES | CRFR2-BP antag | IDE cell activ | p-CIP stab down | GalR3 antag | MEKK3 PB1 HTS | CRFBP-R2 agonist | PHOSPHO1 block | M4 PAM | IDE cell inh
O=C(Cn1cnc2ccccc21)Nc1ccc2c(c1)OCCCO2 | 7 | -4 | . | -10 | . | -1.0 | . | -4 | 11
O=C(CSCc1ccc(F)cc1)NCc1ccco1 | 18 | 6 | 0 | -2 | 94 | -4.4 | 23 | 6 | -1
Cc1nn(CC(=O)O)c(C)c1N | 9 | 6 | -12 | 4 | 98 | 2.9 | 45 | -1 | 4
Cc1ccc(-n2ncc3c2CCCC3NC(=O)c2csnn2)cc1C (stereo unspecified) | -7 | -3 | -12 | 2 | 100 | -0.1 | 8 | 0 | 9
Cc1cccc(N(C)S(=O)(=O)c2ccc3c(c2)CCC(=O)N3)c1 | -12 | -3 | -6 | 2 | 95 | -0.2 | 8 | -5 | 6
Cc1cccc(C)c1NC(=O)CN(C)C(=O)c1cccc(S(=O)(=O)N2CCN(c3ccccc3)CC2)c1 | 8 | -7 | -21 | -1 | 97 | -0.4 | . | 3 | 1
CCc1cc(C(c2ccc(OC)c(OC)c2)N2CCOCC2)c(NC(=O)c2ccccc2)s1 (stereo unspecified) | -5 | -2 | 6 | -1 | 102 | 0.9 | 1 | 15 | -2
CC(C)N(Cc1ccccc1)C(=O)COC(=O)c1ccccc1SCC(=O)N1CCCC1 | 5 | 5 | . | -1 | . | 0.0 | . | -9 | 1
Cc1ccc(C(=O)Nc2cccc(-c3ccc(N4CCOCC4)nn3)c2)cc1C | -4 | -2 | . | -1 | . | 0.3 | . | -11 | 7
COc1ccc(S(=O)(=O)N2CCN(CCOc3ccc(Br)cc3)CC2)cc1OC | -13 | -8 | . | -5 | . | 2.7 | . | -6 | 2
O=C(CNC(=O)c1ccccc1)NCC(=O)OCC(=O)c1ccc(F)cc1 | 11 | 3 | -14 | -4 | 100 | -0.2 | 4 | -6 | 0
Cc1cc(C)n(C(=O)c2ccc(NC(=O)C3CC3)cc2)n1 | 7 | 0 | -2 | 2 | 99 | -0.8 | 12 | 1 | -2
COc1ccc(C(=O)Nc2ccc3[nH]c(-c4cccc(OC)c4)cc(=O)c3c2)cc1 | 10 | 4 | -6 | -4 | 95 | 1.6 | 13 | 7 | 9
COc1ccc(C(=O)NNC(=O)COc2ccc(Cl)cc2)c(OC)c1 | 5 | 6 | -1 | -1 | 95 | -0.6 | -9 | 8 | -4
CCOC(=O)c1cnc(-c2ccccc2)nc1Oc1ccc(Cl)c(Cl)c1 | -5 | 3 | -10 | -4 | 102 | 2.7 | 24 | 14 | -10
CCN(CC)C(=O)C(Oc1ccc(S(=O)(=O)N2CCCC2)cc1[N+](=O)[O-])c1ccccc1 (stereo unspecified) | -8 | 5 | -22 | -3 | 104 | 0.5 | 23 | -4 | 0
Cc1ccc(-c2nnc3ccc(SCC(=O)N4CCc5ccccc54)nn23)cc1 | -1 | 4 | -15 | 2 | 120 | -3.7 | -22 | 8 | 4
CCOc1ccc(S(=O)(=O)NC2CCCCC2C)cc1 (stereo unspecified) | -9 | 4 | -6 | -3 | 100 | -2.2 | 20 | -2 | 3
O=C(CCS(=O)(=O)c1ccc(Br)cc1)N1CCCCCC1 | 4 | 4 | 5 | -2 | 97 | -1.6 | 58 | 6 | 4
CN1CCSc2ccc(C(=O)Nc3cccc(F)c3)cc21 | -12 | 3 | -2 | 3 | 102 | 0.4 | 24 | -7 | -4
CCc1cc2c(=O)oc(-c3ccc(F)cc3)nc2s1 | -8 | 3 | -1 | -7 | 100 | 0.3 | 29 | -3 | -10
CCN1C(=O)[C@H]2[C@@H](c3ccc(C)cc3)N3C(=O)N(c4ccccc4)C(=O)[C@@]3(Cc3ccc(Cl)cc3)[C@H]2C1=O | -9 | 3 | -11 | . | 100 | 1.6 | -19 | -2 | -1
CCCOc1ccc(/C=N/NC(=O)CSCc2ccc([N+](=O)[O-])cc2)cc1OCC | -33 | -1 | -4 | -4 | 135* | 1.7 | -5 | 15 | 0
CC(C)C[C@H]1C(=O)N2CCC[C@H]2[C@]2(O)O[C@](NC(=O)C3C=C4c5cccc6[nH]c(Br)c(c56)C[C@H]4N(C)C3)(C(C)C)C(=O)N12 (stereo partly specified) | 8 | -4 | . | -7 | 100 | 8.1 | . | -6 | 1
COc1ccc(C(=O)OCCN2C(=O)c3ccccc3C2=O)cc1 | 9 | 1 | 1 | -1 | 86 | -1.3 | 13 | -1 | 2
CSCCC(NC(=O)c1ccccc1Br)C(=O)NNC(=O)c1ccco1 (stereo unspecified) | 0 | -3 | . | -3 | . | -0.5 | . | 18 | 0
Cc1ccc(NC(=S)NCC2CCN(C(C)c3ccccc3)C2)cc1C (stereo unspecified) | -17 | -1 | 1 | -10 | 98 | -0.2 | -7 | -6 | 0
C[C@@]12CCC3[C@@](CCC4[C@@]3(C)CCC[C@@]4(C)C(=O)O)(CC1=O)C2 (stereo partly specified) | 6 | 4 | . | -5 | . | -0.8 | . | 8 | -1
Cc1ccc(CNC(=O)CS(=O)(=O)Cc2nc(-c3ccccc3F)oc2C)cc1 | -23 | 0 | -2 | . | 100 | -3.8 | 18 | 3 | -1
